Tau ThT inhib: tau fibrillization inhibition (ThT binding) | recombinant tau K18 P301L, heparin-induced fibrillization, ThT fluorescence | Potency, µM (series often up to 57.4 µM), for the others: at the top dose activity, negative = inhibition, actives largely listed as inhibitors | P10636 | 2.1% of 270,000 active; also: % is scaled to controls: 0 for no effect and ±100 for the full control effect; nearly all actives have a fitted effect of over 55% in size
Target sequence (P10636 561-689 P618L limits assumed): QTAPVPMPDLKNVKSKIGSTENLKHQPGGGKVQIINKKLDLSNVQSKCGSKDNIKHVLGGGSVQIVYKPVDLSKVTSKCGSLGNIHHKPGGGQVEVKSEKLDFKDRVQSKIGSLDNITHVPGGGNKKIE
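In this qHTS, human K18 P301L tau is incubated with compound and heparin for 6 hr at 37 C, and Thioflavin T fluorescence then reports fibril load.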
Tau FP inhib: blocks human tau fibril formation measured by polarization | P10636 | K18 P301L tau heparin fibrillization, Alexa594 FP, 6 h | Potency, µM (doses to about 57.7 µM), for the others: at the highest dose activity, negative = inhibition, most hits filed as inhibitors | 0.39% of 280,000 active; also: % is scaled to controls: 0 for no effect and ±100 for the full control effect; nearly all actives have a fitted effect of over 55% in size
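FP of Alexa 594-tau after heparin (20 uM) induction. Substrate: human K18 P301L, 15 uM unlabeled, 0.24 uM labeled. Buffer 100 mM sodium acetate pH 7. 6 hr, 37 C.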
GAA glycogen: inhibitors or activators of human alpha-glucosidase glycogen cleavage; P10253; recombinant GAA, glycogen substrate, Amplex Red glucose oxidase fluorescence; Potency, µM (highest dose often 76.4 µM), for the others: at the top dose activity change, negative = inhibition, usual class: inhibitors; 0.38% of 300,000 active; AID 2100;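 also: 0% = full enzyme reaction and -100% = no-enzyme basal signal; the screen sought inhibitors and activators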
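Natural-substrate format: glycogen cleavage by 4 nM human enzyme, glucose read by Amplex Red coupling (Ex 573, Em 610 nm). Normalized to enzyme and no-enzyme controls.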
Tau fluor cs: counter-screen for tau fibril formation inhibitors. Potency, µM (top dose mostly 57.7 µM), for inactives: at the top dose activity change, negative = decrease. 0.93% of 280,000 active. tau K18 P301L (four-repeat tau fragment) Alexa594 fluorescence, heparin fibrillization. AID 1463; also: % is scaled to controls: 0 for no effect and ±100 for the full control effect; nearly all actives have a fitted effect of over 55% in size
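Human K18 P301L tau (15 uM unlabeled plus 0.24 uM Alexa 594-labeled, final) in 100 mM sodium acetate pH 7 was mixed with compound and 20 uM heparin and incubated 6 hr at 37 C.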
HTT cytoprotect: protects HTT-Q103 PC12 cells, measured by ATP. PC12 HTT-Q103 induced, cytoprotection, ATP luminescence, 40 h. Potency, µM (series often up to 56.4 µM), without a hit: cytoprotection (ATP increase), usual class: activators. 0.14% of 230,000 active. AID 1471;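 also: % of control where 0% means no effect; nearly all actives have a fitted effect of over 45% in size; toxic huntingtin expression switched on by the ecdysone agonist tebufenozide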
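PC12 cells with ecdysone-inducible HTT exon 1 Q103-GFP, induced with 100 nM tebufenozide and co-treated with library compounds in a dose series (1536-well, 1500 cells/well). Cytoprotection read as ATP content by ATPlite luminescence.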
aGal spleen mod: inhibitors or activators of human alpha-galactosidase in spleen homogenate. AID 2107. P06280. 0.008% of 240,000 active. Potency, µM (series often up to 80 µM), inactives show at the highest dose activity change, negative = inhibition, actives largely listed as inhibitors. human spleen homogenate, 4MU-alpha-Gal fluorescence, 40 min;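 also: 0% = enzyme with vehicle and -100% = no enzyme basal signal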
Target sequence (P06280 32-429 limits assumed): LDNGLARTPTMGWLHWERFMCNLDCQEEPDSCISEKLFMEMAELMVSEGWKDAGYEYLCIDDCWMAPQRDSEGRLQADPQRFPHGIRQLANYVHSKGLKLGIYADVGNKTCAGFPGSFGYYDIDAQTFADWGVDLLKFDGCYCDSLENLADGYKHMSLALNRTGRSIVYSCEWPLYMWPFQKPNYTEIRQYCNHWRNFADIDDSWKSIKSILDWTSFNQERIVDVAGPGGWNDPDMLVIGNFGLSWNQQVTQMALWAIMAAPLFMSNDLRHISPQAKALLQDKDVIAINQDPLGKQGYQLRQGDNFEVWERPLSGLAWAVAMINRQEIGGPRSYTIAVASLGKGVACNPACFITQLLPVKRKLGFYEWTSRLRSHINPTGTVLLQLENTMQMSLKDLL
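Inhibition or activation of alpha-galactosidase in human spleen homogenate is scored by 4-MU fluorescence after 40 min at 37C, pH 5.0, with 1 mM substrate. AC50s come from concentration-response fitted to the Hill equation.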
aGlu spleen mod: inhibitors or activators of human alpha-glucosidase in spleen homogenate. P10253. human spleen homogenate, 4-MU-alpha-glucoside fluorescence. Potency, µM (doses to about 79.9 µM), inactives show at the top dose activity change, negative = inhibition, hits mostly inhibitors. 0.006% of 240,000 active;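 also: 0% = enzyme with vehicle and -100% = no enzyme basal signal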
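Human spleen homogenate (1 ug) with 4-methylumbelliferyl-alpha-D-glucopyranoside (1 mM final) in 50 mM citrate/phosphate pH 5.0, 0.01% Tween-20; 40 min at 37 C. Stopped at pH 10; 4-MU fluorescence Ex 365/Em 440 nm; AC50 by Hill fit.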
GAA inhib: alpha-glucosidase (human) inhibition; purified human GAA, 4-MU-alpha-glucoside fluorescence; 0.005% of 200,000 active; AID 1466; Potency, µM (highest dose often 76.9 µM), for the others: top-dose activity change, negative = inhibition, most hits filed as inhibitors;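 also: plate controls were uninhibited enzyme wells for no effect and no-enzyme background for full effect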
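Human alpha-glucosidase, 4 nM, pre-mixed with test compounds before 400 uM 4-methylumbelliferyl substrate; 20 min room temperature at pH 5.0. Fluorescence read after pH 10 stop; AC50 values from Hill-equation fits.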
Active calls of the source: *; ? = inconclusive; nt = not tested or not shown; [ ] = another dose, or the depositor's remark. Calls follow the shape of the dose curve; as a rule, active = well fitted curve in the direction sought with a large enough effect; inconclusive = small, poorly fitted or top-dose-only effect, or another doubt; inactive = no such curve, though single readings can be large; an effect the other way counts as inactive or inconclusive. Potency is read from the fitted curve at half-maximal effect.

Every second line gives: Tau ThT inhib | Tau fluor cs | Tau FP inhib | HTT cytoprotect | aGal spleen mod | GAA inhib | aGlu spleen mod | GAA glycogen
Cc1nn(-c2ccc(F)cc2)c(Cl)c1/C=C/C(=O)OCC(=O)Nc1ccc(F)cc1F
  9.2% | 0.7% | -1.4% | -3.5%[10 µM] | -3.7% | -29.2% | -11.9% | 9.2%
Cc1ccc(NC(=O)CN(C)C(=O)/C=C/c2cccc(F)c2)cc1
  -1.8% | -1.2% | -7.0% | -32.0%[inhibitor] | -1.6% | -5.1% | -0.9% | 2.0%
COC(=O)c1ccccc1NC(=O)CSc1ccccc1
  14.4% | 9.3% | -2.4% | 5.3% | -3.9% | -8.7% | 0.5% | 1.5%
CC(C)C[C@H](NC(=O)NCCc1ccc(Cl)cc1)C(=O)O
  2.1% | -0.8% | 3.0% | -3.8%[0.074 µM] | 9.0% | 4.7% | 7.2% | 0.7%
NC(=O)CC(NC(=O)Cc1ccc(Br)cc1)c1ccc(NCc2ccccn2)c([N+](=O)[O-])c1 (stereo unspecified)
  ? | -15.5% | 1.6% | -3.9%[10 µM] | -2.7% | nt | 1.8% | -1.0%
O=C(CN1N=C(c2ccccc2)CCC1=O)NCc1ccco1
  -2.2% | 1.4% | 4.0% | -11.7%[10 µM] | -2.8% | 1.4% | -4.7% | -1.5%
CC1(C)CCC(NC(=O)[C@@H](N)CCC(=O)O)CC1
  -4.9% | -7.3% | -5.3% | 20.1% | -4.2% | nt | -10.5% | nt
CCCn1c(SCC(=O)N2CCCCC2)nnc1-c1ccccn1
  -0.4% | 6.3% | 4.3% | -27.5% | -6.0% | 3.7% | -7.6% | 3.8%
Clc1ccc(Oc2ncnc3oc(-c4ccccc4)cc23)cc1
  9.5% | 0.4% | -5.1% | -14.6% | 3.8% | 5.9% | 4.9% | -0.6%
CCOc1cc(CNCCSc2nnnn2C)cc(Br)c1OCc1ccccc1
  ? | -29.8% | -14.0% | -35.8% | 0.9% | ? | -3.1% | -1.5%
O=C(CCC1CCCN(c2ncccn2)C1)NCc1ccccc1F (stereo unspecified)
  -6.1% | -9.1% | -8.7% | 21.6%[10 µM] | -2.9% | nt | 5.5% | 14.5%
Cc1cccc(C)c1OCC(O)CN (stereo unspecified)
  -15.7% | -6.8% | 7.9% | -7.3% | 3.8% | 1.4% | 5.1% | 2.8%
CC(C)(C)n1ncc2c(=O)n(CC(=O)NCc3ccco3)cnc21
  7.0% | -1.0% | -8.4% | -13.9%[10 µM] | -12.2% | 3.1% | -8.3% | 2.9%
CCS(=O)(=O)c1nnnn1-c1ccccc1S(C)(=O)=O
  -10.1% | 1.2% | 1.9% | 12.6µM* | -0.7% | -10.3% | -3.0% | 0.8%
COc1ccc(C2=NOC(C(=O)Nc3cccnc3Cl)C2)cc1 (stereo unspecified)
  2.5% | -1.0% | -2.8% | -15.9% | -0.2% | -0.9% | -3.2% | -1.7%
Fc1ccc(-c2ncc3ccccn23)cc1
  6.6% | -2.0% | 0.3% | -11.7%[10 µM] | 7.5% | 8.3% | 1.7% | -0.3%
COc1ccc(N2CCN(c3nc4ccccc4n3CC(=O)c3ccccc3)CC2)cc1
  ? | -24.6% | 11.3% | -21.0%[10 µM] | 8.9% | -14.2% | 11.3% | -12.0%
CCC/C=C(\CCC)C(NC(=O)OCC(C)C)c1ccccc1 (stereo unspecified)
  -7.0% | -0.2% | 6.2% | -6.2% | -4.7% | nt | -2.0% | nt
CCN(c1cccc(C)c1)S(=O)(=O)c1ccc2c(c1)CCN2C(C)=O
  -7.2% | -15.9% | -3.3% | -43.1%[inhibitor] | -3.4% | ? | -6.3% | -4.8%
CC(C)(C)C(=O)CSc1nnc(Nc2ccccc2)s1
  -13.0% | -19.9% | 9.7% | -37.4%[inhibitor] | -4.0% | 1.0% | -12.6% | 1.6%
COc1ccc(Cl)cc1NC(=O)c1nc(S(C)(=O)=O)ncc1N(Cc1ccc(C)cc1)Cc1ccco1
  -9.6% | -16.7% | -20.2% | nt | nt | nt | nt | -5.2%[76.3 µM]
Cc1ccc(C(=O)O/N=C(\c2ccccc2)c2ccncc2)cc1
  -1.3% | -10.4% | -6.7% | -12.3% | -6.6% | -0.5% | -3.2% | -1.9%
C=C1c2cccc(C(F)(F)F)c2O[C@H](C(=O)OCC)[C@@H]1CCCCCC
  -6.7%[81.4 µM] | -15.7%[81.3 µM] | -1.9%[81.3 µM] | 4.9% | -5.2%[119 µM] | nt | 8.0%[119 µM] | nt
C=C(C)c1cccc(C(C)(C)NC(=O)Nc2ccc(C(C)=O)cc2)c1
  ? | ? | ? | 28.6%[10 µM] | -18.9% | 5.3% | -6.5% | 0.9%
Cn1cc(CN2CCCC(C(=O)c3ccc(-c4ccccc4)c(F)c3)C2)cn1 (stereo unspecified)
  -4.3% | -11.2% | -11.4% | -9.9% | -5.2% | -1.4% | -7.8% | 9.7%
O=C(Cn1cc(C(=O)C(F)(F)F)c2ccccc21)NCc1ccco1
  -2.5% | -5.6% | 4.4% | -56.1%[inhibitor] | -4.4% | -0.1% | -3.2% | -7.3%
CCCCCn1c(SCCc2ccccc2)nc2c1c(=O)[nH]c(=O)n2C
  -2.4% | 6.4% | 4.7% | -4.7%[10 µM] | 2.6% | 1.4% | 3.5% | 3.5%
CC1(C)CC(=O)/C(=C(\O)c2ccccc2)C(=NCCO)C1
  -10.7% | -0.8% | 0.1% | -0.2% | 3.2% | -3.0% | -3.1% | 2.3%
Cn1c(CNc2nc(-c3ccccc3)cs2)nnc1SCC(=O)c1ccccc1
  ? | -20.9% | -3.0% | -10.4%[10 µM] | -1.7% | -9.5%[15.4 µM] | -1.1% | -6.2%
Cc1ccc(-c2nc(CSCC(=O)Nc3cc(C)on3)c(C)o2)cc1
  -10.0% | -8.1% | -10.1% | -21.5% | 10.6% | -11.4%[15.4 µM] | 13.4% | 0.8%
Cc1cc2nc(C)n(CCCNC(=O)Nc3ccc(F)cc3)c2cc1C
  -12.8% | -24.9% | -8.2% | -33.1% | 12.3% | -6.3% | -14.4% | -6.4%
CCN1CCN(Cc2ccc(NC(=O)c3ccc(C)c(NC(=O)C[C@@H]4NC(=O)[C@H](Cc5ccccc5)NC4=O)c3)cc2C(F)(F)F)CC1
  -8.8% | -9.2% | -0.3% | 8.8%[10 µM] | -14.0% | nt | -7.2% | 4.7%
N=c1c(-c2nc3ccccc3[nH]2)cc(C(=O)c2cccs2)nn1-c1ccccc1
  -2.3% | -3.9% | -3.9% | -19.1%[1.9 µM] | 16.1% | 1.6% | 7.8% | -18.7%
O=C(N/N=C/c1ccccc1)c1cc(=O)[nH]c2ccccc12
  -1.0% | -2.7% | 1.1% | -18.7%[10 µM] | -6.3% | -7.8% | -11.8% | -14.3%
COC(=O)c1c(NC(=O)COc2c(C)cccc2C)sc2c1CCCC2
  -12.8% | -11.2% | 0.7% | nt | nt | nt | nt | -14.8%[76.3 µM]
CCOC(=O)C1(CC2CCCCO2)CCN(Cc2nc3ccccc3nc2C)CC1 (stereo unspecified)
  -2.7% | 9.5% | 8.2% | 9.6%[10 µM] | -0.2% | ? | -7.5% | -4.9%
COc1ccc(S(=O)(=O)N2CCn3c2nc2ccccc23)cc1
  5.3% | 4.8% | -1.1% | 12.1%[0.074 µM] | 4.0% | -1.6% | 2.0% | 1.8%
Cc1ccc(NC(=O)NCc2ccc3c(c2)OCO3)cc1C
  -7.8% | -5.2% | -2.6% | -1.0%[10 µM] | 1.9% | nt | 0.6% | 6.1%
O=C(OCC#CCSc1nnc(-c2ccc(Br)cc2)o1)c1ccco1
  ? | -27.4% | -7.6% | -43.0%[inhibitor] | -5.8% | -2.7% | -4.0% | -8.3%
Cc1cc2c(c(=O)n1Cc1cccnc1)C(Cc1ccccc1)C(C#N)=C(N)O2 (stereo unspecified)
  6.1% | 1.2% | 3.5% | 8.7% | 0.4% | 2.4% | 6.4% | -8.6%

Some of the entries above in a different format:
Molecule: C=C1c2cccc(C(F)(F)F)c2O[C@H](C(=O)OCC)[C@@H]1CCCCCC
  Tau ThT inhib = -6.7%[81.4 µM]
  Tau fluor cs = -15.7%[81.3 µM]
  Tau FP inhib = -1.9%[81.3 µM]
  HTT cytoprotect = 4.9%
  aGal spleen mod = -5.2%[119 µM]
  GAA inhib = nt
  aGlu spleen mod = 8.0%[119 µM]
  GAA glycogen = nt
Molecule: C=C(C)c1cccc(C(C)(C)NC(=O)Nc2ccc(C(C)=O)cc2)c1
  Tau ThT inhib = ?
  Tau fluor cs = ?
  Tau FP inhib = ?
  HTT cytoprotect = 28.6%[10 µM]
  aGal spleen mod = -18.9%
  GAA inhib = 5.3%
  aGlu spleen mod = -6.5%
  GAA glycogen = 0.9%

Additional structures:
Every second line gives: Tau ThT inhib | Tau fluor cs | Tau FP inhib | HTT cytoprotect | aGal spleen mod | GAA inhib | aGlu spleen mod | GAA glycogen
COc1ccc(NC(=O)c2cc(F)c(F)cc2Cl)cc1Cl
  -1.6% | -9.1% | ? | 9.6%[10 µM] | 9.4% | nt | 5.3% | 8.5%
CCn1c(=S)[nH]c2cc(C(=O)O)ccc21
  -8.3% | -3.6% | -3.9% | -40.4% | 3.2% | -0.2% | -4.4% | 7.7%
Cc1cccc(OCC(=O)N(Cc2cccs2)C2CCS(=O)(=O)C2)c1 (stereo unspecified)
  -13.9% | -6.7% | -2.0% | -13.0%[0.074 µM] | 3.5% | -4.6% | -3.3% | 3.2%
Cc1cc(C)n2ncc(/C(N)=N/OC(=O)Nc3ccccc3)c2n1
  ? | -19.3% | -5.4% | 2.0%[10 µM] | -6.8% | nt | 5.6% | ?
Cc1ccccc1NC(=O)CCC(=O)N/N=C/c1c[nH]c2ccccc12
  ? | ? | ? | 7.3% | 3.6% | 3.5% | 7.4% | -13.8%
CN(C)CCSc1nc(N)c2c3c(sc2n1)COC(C)(C)C3
  -6.3% | -1.0% | -11.0% | 32.3%[10 µM] | 0.1% | 2.7% | -0.5% | 8.8%
COc1ccccc1C(=O)NC(=S)Nc1cc(C(=O)O)ccc1C
  -9.3% | -1.8% | -4.4% | -42.4%[inhibitor] | -9.7% | 0.0% | -5.4% | -3.1%
O=C(c1cc([N+](=O)[O-])ccc1Cl)N1CCN(c2ccccc2)CC1
  -9.4% | -15.2% | -1.0% | ? | 2.6% | -3.2% | -7.4% | 2.1%

Bioassay records as filed in PubChem BioAssay.
